# TcdB GH inh: TcdB glycohydrolase inhibitors, primary screen, biochemical, single point, plate reader; TcdB glycohydrolase enzymatic assay; inhibition, % at 9.99 µM; hit rate 0.24% among 350,000; in the data active means inhibition above about 10%
# PrPC surface inh: inhibitors of human cell surface prion protein PrPC, primary screen, cell-based, TR-FRET; Major prion protein (Homo sapiens), P04156; hit rate 0.43% among 370,000; inhibition, % at 13.8 µM; TR-FRET read-out; AID 720596, 2013; in the data active means inhibition above about 24%; further: 0% = median of the test wells and 100% = reference compound wells
# BH1578 lux ind: inducers of Vibrio cholerae quorum light production without autoinducers, primary screen, BH1578 luxS cqsA deficient, single point; V. cholerae BH1578 lux reporter, luminescence, 6 h; activation, % at 18.7 µM; hit rate 0.16% among 350,000; in the data active means activation mostly above about 9.7%, no sharp cut-off; further: not every result past the cut was called active; inactives centre near 0; reference of the scale not given here
# MazEF act: activators of E. coli MazEF toxin-antitoxin RNase, primary screen, biochemical, fluorescence, uHTS; Endoribonuclease toxin MazF (Escherichia coli (strain K12)), P0AE70; FAM/BHQ RNA-DNA oligo cleavage fluorescence, 5 h; activation, % at 20 µM; hit rate 0.32% among 350,000; AID 504720, 2011; in the data active means activation above about 50%
# SSB-PriA inh: inhibitors of Klebsiella pneumoniae PriA binding to SSB C-terminal tail, primary screen, biochemical, AlphaScreen; PriA–SSB C-terminal tail interaction (Klebsiella pneumoniae); AlphaScreen SSBct-PriA binding, biotinylated peptide; inhibition, % at 33 µM; hit rate 0.6% among 430,000; AID 1272365, 2023; in the data active means inhibition mostly above about 37%, no sharp cut-off; inactive means mostly below about 20%;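 further: plate controls were negative control peptide for no effect and reference peptide for full effect; strong numbers were not always called active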
# 3CLpro inhibitor: SARS-CoV 3CLpro protease inhibitors, primary screen, biochemical, quenched FRET; recombinant SARS-CoV 3CLpro, quenched FRET peptide cleavage; inhibition, % at 6 µM; hit rate 0.14% among 290,000; in the data active means inhibition above about 12%
# DUSP3 inh: VHR1 phosphatase inhibitors, primary screen, biochemical, absorbance, uHTS; recombinant VHR phosphatase, pNPP absorbance; Dual specificity protein phosphatase 3 (Homo sapiens), P51452; hit rate 0.52% among 290,000; inhibition, % at 13.3 µM; in the data active means inhibition above about 50%; further: some compounds called inactive have numbers as strong as hits
# Y pestis TopoI: Yersinia pestis topoisomerase I inhibitors, primary screen, biochemical, cleavage product accumulation, plate reader, single point; Y. pestis Topo-I cleavage product accumulation; activity, % at 10 µM; hit rate 0.064% among 360,000; AID 504884, 2011; in the data active means activity above about 50%, passing the limit was not always enough; further: inactives centre near 2
# CCHFV vOTU inh: CCHFV vOTU protease inhibitors, primary screen, biochemical, Pep-AMC substrate, fluorescence; AID 651958, 2012; hit rate 0.55% among 370,000; inhibition, % at 11.5 µM; in the data active means inhibition above about 30%; further: 0% = vehicle wells with enzyme and 100% = no enzyme wells
# Rv3671c protease: Rv3671c serine protease inhibitors, primary screen, biochemical, fluorescence polarization, M. tuberculosis H37Rv; P9WHR9; AID 2606, 2010; hit rate 0.048% among 320,000; inhibition, % at 5.96 µM; in the data active means inhibition above about 38%;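 further: extracellular domain of Rv3671c used as enzyme; 0% = enzyme with DMSO and 100% = no enzyme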
# An asterisk follows results filed as active; i = inactive; · = not tested or not shown; & = joins results of further samples. Some of the compounds tested. The share of hits here may be higher or lower than overall.
# Value order: TcdB GH inh	PrPC surface inh	BH1578 lux ind	MazEF act	SSB-PriA inh	3CLpro inhibitor	DUSP3 inh	Y pestis TopoI	CCHFV vOTU inh	Rv3671c protease
- Cc1ccc(C)c(OCCC(=O)OCC(=O)NCCNC(=O)COC(=O)CCOc2cc(C)ccc2C)c1
    -0.2	-0.9	i	4.4	-7.9	·	·	9.8	6.4	7.5
- Cc1c(C(=O)O)sc2nc(SCC(=O)Nc3ccc(S(=O)(=O)NCCCC(=O)O)cc3)[nH]c(=O)c12
    -0.1	-0.4	-0.2	3.4	-6.0&-7.8	3.0	41.0	0.6	12.4	-3.8
- O=C(Cc1ccc([N+](=O)[O-])cc1)NNC(=O)c1ccc2c(c1)OCO2
    -1.0	-6.5	0.7	1.8	7.1	-4.5	9.2	-10.1	21.1	·
- O=C(COc1ccccc1)Nc1ccncc1
    1.6	3.5	-1.5	9.9	-4.3	-0.6	19.8	-7.9	5.5	5.0
- CC(C)OCCOc1ccc2oc(-c3ccco3)cc(=O)c2c1
    0.5	-0.5	-1.1	7.0	-20.4	-0.7	11.4	19.6	-142.1	0.8
- C=CCN1C(=O)C(O)(CC(=O)c2ccccn2)c2ccccc21 (configuration not stated)
    0.9	-10.8	0.0	-7.2	4.3	0.9	-16.9	11.5	-12.9	0.1
- CCc1cccc(NC(=O)CCS(=O)(=O)c2ccc3c(c2)NC(=O)CO3)c1
    1.0	1.4	-0.2	5.4	-6.4	-4.8	0.4	0.5	-4.5	-1.2
- Cn1c(SCC(=O)c2ccccc2)nc2cccnc21
    ·	1.7	i	1.0	-14.2	-3.7	-9.5	-7.1	-11.6	3.3
- O=C(Nc1ccccc1)C1=C[C@@H](c2ccc3c(c2)OCO3)C[C@@H](OCCCCO)O1
    -1.8&1.4	1.9	5.0	-2.2	-10.0	·	·	14.5	6.2	-15.2
- O=S(=O)(Nc1ccc(Cl)cc1)c1ccc(N2CCOCC2)c(NC(=S)NC2CC2)c1
    2.3	14.6	i	-0.8	8.8	6.4	33.7	6.1	3.2	2.9
- Cc1cc(C)c(NC(=O)CSc2nnc(Cc3cccn3C)n2-c2ccc(F)cc2)c(C)c1
    -0.3	2.0	-0.4	0.4	15.6	2.0	-14.9	10.5	26.4	-1.1
- O=C1C2ON(c3ccccc3)C(c3ccccn3)C2C(=O)N1c1ccc(Br)cc1 (configuration not stated)
    0.9	-3.9	·	-5.6	-9.0&-3.0&-3.2	1.5	15.4	-1.3	0.4	-4.1
- CCC(=O)N(Cc1cccs1)C1CCOC(C)(C)C1 (configuration not stated)
    0.4	-5.5	i	-1.1	-17.8	1.1	22.6	-4.5	9.1	3.7
- O=C(COC(=O)c1ccc(NS(=O)(=O)c2ccc(Br)s2)cc1)NC1CCCC1
    -1.6	0.8	2.0	1.9	-10.0	-0.9	8.5	13.4	15.3	-0.7
- CCOc1ccc(C(C)(N)C(=O)O)cc1 (configuration not stated)
    ·	-0.7	-2.5	-2.6	-13.4	-7.0	-0.2	-9.3	1.9	5.7
- Cc1ccc(C(=O)/C=C/c2ccc3ncccc3c2)cc1
    0.3	-0.7	0.3	1.6	4.6	8.7	0.7	-0.9	-1.1	2.4
- COCCCN(C(=S)NC(=O)C(C)(C)C)c1c(N)n(Cc2ccccc2)c(=O)[nH]c1=O
    -1.2	4.8	-0.4	0.7	-9.2	-5.1	-0.7	5.3	14.8	3.5
- COC(=O)[C@@H]1CCCN1C(=O)[C@@H](NC(=O)OC(C)(C)C)C(C)C
    -11.0	6.5	i	10.0	-7.1	·	·	16.0	9.7	-1.5
- COc1ccc(CN2CCCC(N3CCN(c4cccc(Cl)c4)CC3)C2)cc1OC (configuration not stated)
    -10.0	-1.5	0.7	6.0	-4.7	0.7	-6.1	14.9	-11.0	·
- Cc1ccc(S(=O)(=O)N(C)C)cc1NC(=O)CSc1ccc2c(c1)OCCO2
    0.7	5.8	-0.7	2.5	-2.6	·	·	-3.5	-0.7	2.6
- CN(CC(=O)Nc1ccc(Cl)c(C(F)(F)F)c1)C(=O)c1cc(-c2ccncc2)nc2ccccc12
    -1.5	1.9	i	0.5	-3.0	·	·	2.6	9.3	-6.5
- O=C(NNC(=O)c1c(F)cccc1F)c1sccc1-n1cccc1
    0.2	0.9	0.4	-5.6	-0.6	-0.2	12.9	8.9	-5.0	4.5
- CC(=O)c1cccc(NC(=O)COC(=O)COc2ccc(Cl)cc2)c1
    -0.4	-5.3	-0.4	-3.6	-10.9	4.1	-11.3	-5.4	-7.9	1.0
- Cc1cc(C)n(-c2nc(Nc3ccccc3)nc(-n3nc(C)cc3C)n2)n1
    0.0	0.8	i	9.0	6.2	2.2	13.2	-0.7	-2.4	-12.1
- CNC(=O)c1cc2ccccc2o1
    ·	0.2	-0.5	1.9	-13.7	5.0	17.8	2.9	-0.6	4.4
- Cc1cccc(C)c1OCC(=O)Nc1c(C)nn(C)c1C
    -1.2	-6.0	-0.6	2.6	-19.4	2.3	17.5	7.5	-0.4	-6.4
- COC(=O)c1ccc(CN2C(=O)NC3(CCCCC3C)C2=O)o1 (configuration not stated)
    ·	-4.8	i	3.1	-5.1	-1.3	-23.5	-6.8	-3.5	-6.6
- COc1ccc2sc(N(CCCN(C)C)C(=O)c3ccc(S(=O)(=O)N4CCCC4)cc3)nc2c1
    3.1	-8.8	-1.2	12.6	4.6&-4.0	·	·	-2.9	12.6	5.4
- CCn1c(O)c(N=Nc2cccc(S(=O)(=O)N3CCOCC3)c2)c(=O)n(CC)c1=S
    -0.8	-1.3	-0.2	8.9	-3.7	8.0	13.1	5.6	-6.4	2.3
- Cc1c(C(=O)NCCO)sc2nc3n(c(=O)c12)CCC3
    1.1	-1.0	0.0	-10.0	-1.7	-2.9	30.9	-3.9	-9.2	6.6
- CCOc1ccc(S(=O)(=O)Nc2cccc(C(=O)N3CCN(C(C)=O)CC3)c2)cc1
    0.6	-2.9	-0.6	2.8	5.6	·	·	6.0	10.4	3.0
- S=C(Nc1cccc(Br)c1)c1ccccc1
    0.8	4.7	-0.3	3.0	0.6	6.0	-5.7	-4.2	-3.6	3.3
- CCCNC(=O)c1ccccc1NC(=O)c1ccc2c(=O)n3c(nc2c1)CCC3
    1.4	14.2	-0.7	-16.9	35.4	·	·	-2.9	4.3	-26.2
- COc1ccc(NS(=O)(=O)c2cccc(C(=O)NCCCN3CCOCC3)c2)cc1
    1.1	0.7	i	5.8	-4.6	·	·	5.8	-10.5	-1.8
- CC(=O)N1CCc2cc(S(=O)(=O)N3CCc4ccccc43)ccc21
    0.0	8.2	-0.6	4.6	-9.5	0.3	24.0	-4.2	-3.4	2.3
- CCc1ccc(NC(=S)/N=C(\N)Nc2nc(C)c3cc(CC)ccc3n2)cc1
    -1.7	19.2	-0.2	-9.0	·	-7.9	30.2	16.2	11.8	-7.5
- Cc1cccc(NC(=O)c2cc(-c3cc(Cl)ccc3O)n[nH]2)c1
    ·	·	-0.6	-1.9	-18.2	-2.9	9.5	3.3	·	-15.7
- Nc1ncnc2c1ncn2Cc1ccccc1
    1.4	3.4	-0.6	7.1	-6.0	-1.9	-3.1	2.2	-2.1	-2.2
- COCCOC(=O)c1c(C)oc2ccc(NS(=O)(=O)c3cccs3)cc12
    2.6	6.7	-0.1	9.2	8.9	5.5	-10.1	3.2	-12.9	-5.2
- O=C(/C=C/c1cc2c(cc1Br)OCO2)NCc1ccc(F)cc1
    ·	-1.0	0.3	10.3	-8.7	-7.4	18.0	17.0	-4.7	7.0
- O=C(CN(Cc1cccs1)C(=O)CN1C(=O)COc2ccccc21)NCc1ccco1
    ·	5.5	-1.2	4.1	-5.3	-1.5	-5.6	-6.1	3.1	5.4
- COc1ccc(-n2c(SCC(=O)Nc3ccc4c(c3)OCO4)nnc2C(C)N2CCCCC2)cc1 (configuration not stated)
    ·	-7.8	-0.3	1.9	-1.2	4.0	18.7	5.2	-13.6	-1.3
- Cc1c(C=O)c2ccccc2n1CC(=O)O
    -1.8	5.0	-0.5	4.0	-10.2	3.9	-5.3	-9.1	-6.3	0.1
- COc1ccc(OCCC(=O)OCC(=O)Nc2cccc(Br)c2)cc1
    ·	6.0	-2.1	4.6	-18.2	-0.8	16.5	2.2	-4.5	-5.4
- O=C(NC1CCSc2ccccc21)c1ccc(Cl)c(S(=O)(=O)N2CCOCC2)c1 (configuration not stated)
    0.7	5.2	-4.5	3.9	2.0	-0.9	2.5	11.4	-5.1	-3.4

# Shown bar-delimited: 5 of the compounds above.
structure | TcdB GH inh | PrPC surface inh | BH1578 lux ind | MazEF act | SSB-PriA inh | 3CLpro inhibitor | DUSP3 inh | Y pestis TopoI | CCHFV vOTU inh | Rv3671c protease
CC(=O)N1CCc2cc(S(=O)(=O)N3CCc4ccccc43)ccc21 | 0.0 | 8.2 | -0.6 | 4.6 | -9.5 | 0.3 | 24.0 | -4.2 | -3.4 | 2.3
CCc1ccc(NC(=S)/N=C(\N)Nc2nc(C)c3cc(CC)ccc3n2)cc1 | -1.7 | 19.2 | -0.2 | -9.0 | · | -7.9 | 30.2 | 16.2 | 11.8 | -7.5
Cc1cccc(NC(=O)c2cc(-c3cc(Cl)ccc3O)n[nH]2)c1 | · | · | -0.6 | -1.9 | -18.2 | -2.9 | 9.5 | 3.3 | · | -15.7
Nc1ncnc2c1ncn2Cc1ccccc1 | 1.4 | 3.4 | -0.6 | 7.1 | -6.0 | -1.9 | -3.1 | 2.2 | -2.1 | -2.2
COCCOC(=O)c1c(C)oc2ccc(NS(=O)(=O)c3cccs3)cc12 | 2.6 | 6.7 | -0.1 | 9.2 | 8.9 | 5.5 | -10.1 | 3.2 | -12.9 | -5.2

# Going on with the list.
# Value order: TcdB GH inh	PrPC surface inh	BH1578 lux ind	MazEF act	SSB-PriA inh	3CLpro inhibitor	DUSP3 inh	Y pestis TopoI	CCHFV vOTU inh	Rv3671c protease
- C=CCOC(=O)/C(=C\C=C\c1ccccc1)NC(=O)c1ccccc1
    1.3	-1.1	-0.4	-0.6	4.8	2.9	12.1	12.2	1.1	-12.8
- COc1ccccc1NC(=O)CSc1nnc(CCC(=O)Nc2ccccc2F)n1C
    1.5	5.9	-3.7	2.5	0.1	0.8	17.5	11.7	-13.1	4.9
- Clc1nnc(NC2CCCCC2)c(Cl)c1Cl
    0.0	2.1	3.1	-7.2	·	·	·	12.8	-2.9	·
- Cc1ccc(C)c(SCC(=O)Nc2ccc(C)c(S(=O)(=O)N3CCOCC3)c2)c1
    2.6	1.5	i	-3.6	-3.1	·	·	29.1	6.9	-8.4
- COc1ccc(N2C(=NC(=O)c3ccc(Br)cc3)SC3CS(=O)(=O)CC32)cc1 (configuration not stated)
    -0.1	-0.9	i	-41.2	-0.2	·	·	5.0	-0.2	0.8
- CSc1oc(-c2ccc(F)cc2)nc1S(=O)(=O)c1ccc(F)cc1
    0.2	1.7	i	29.6	-1.9	-4.9	8.7	5.6	-2.5	1.8
- Cc1cc(C)n(CCC(=O)N2CCCC(N3CCN(c4cccc(Cl)c4)CC3)C2)n1 (configuration not stated)
    1.4	-4.9	i	-1.7	-15.8	-5.9	38.4	21.4	-2.9	-3.2
- CCOC(=O)C1CCCN(C(=O)c2cn(CC)c3ccc(S(=O)(=O)N(C)C)cc3c2=O)C1 (configuration not stated)
    -3.6	3.0	-0.2	8.2	-7.3	-1.4	14.8	6.0	23.8	1.3
- CC(=O)c1c(C)[nH]c(C(=O)NNC(=O)COc2ccc(Cl)cc2C)c1C
    1.7	1.7	-0.7	-3.6	-5.9	·	·	-1.0	20.3	-5.7
- Cc1nc2c(C)cccn2c(=O)c1NC(=O)COc1ccccc1
    0.3	0.2	-8.2	-3.4	-8.2	·	·	-1.8	2.6	2.7
